Bim-Bcl-2: inhibitors of Bim-Bcl-2 interaction, human; Bead-based flow cytometry, Bim peptide-Bcl-2 binding; 190,000 compounds, 0.06% hits; P10415; inhibition, % at 10 µM; in the data active = inhibition above about 40%; inconclusive = no clear call, values can overlap the other calls;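 note: 0% = no compound wells with probe peptide and 100% = reference peptide inhibitor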
ABCB1 inh: inhibitors of human ABCB1 transporter, ABCG2 counter-screen. CCRF-Adr cells, JC-1 efflux, flow cytometry. inhibition, % at 6.6 µM. 190,000 compounds, 0.067% hits; in the data active = inhibition above about 40%;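 note: 0% = vehicle and 100% = reference inhibitor; higher value means more JC-1 retained so stronger ABCB1 efflux block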
Target sequence (P08183 whole entry, looked up): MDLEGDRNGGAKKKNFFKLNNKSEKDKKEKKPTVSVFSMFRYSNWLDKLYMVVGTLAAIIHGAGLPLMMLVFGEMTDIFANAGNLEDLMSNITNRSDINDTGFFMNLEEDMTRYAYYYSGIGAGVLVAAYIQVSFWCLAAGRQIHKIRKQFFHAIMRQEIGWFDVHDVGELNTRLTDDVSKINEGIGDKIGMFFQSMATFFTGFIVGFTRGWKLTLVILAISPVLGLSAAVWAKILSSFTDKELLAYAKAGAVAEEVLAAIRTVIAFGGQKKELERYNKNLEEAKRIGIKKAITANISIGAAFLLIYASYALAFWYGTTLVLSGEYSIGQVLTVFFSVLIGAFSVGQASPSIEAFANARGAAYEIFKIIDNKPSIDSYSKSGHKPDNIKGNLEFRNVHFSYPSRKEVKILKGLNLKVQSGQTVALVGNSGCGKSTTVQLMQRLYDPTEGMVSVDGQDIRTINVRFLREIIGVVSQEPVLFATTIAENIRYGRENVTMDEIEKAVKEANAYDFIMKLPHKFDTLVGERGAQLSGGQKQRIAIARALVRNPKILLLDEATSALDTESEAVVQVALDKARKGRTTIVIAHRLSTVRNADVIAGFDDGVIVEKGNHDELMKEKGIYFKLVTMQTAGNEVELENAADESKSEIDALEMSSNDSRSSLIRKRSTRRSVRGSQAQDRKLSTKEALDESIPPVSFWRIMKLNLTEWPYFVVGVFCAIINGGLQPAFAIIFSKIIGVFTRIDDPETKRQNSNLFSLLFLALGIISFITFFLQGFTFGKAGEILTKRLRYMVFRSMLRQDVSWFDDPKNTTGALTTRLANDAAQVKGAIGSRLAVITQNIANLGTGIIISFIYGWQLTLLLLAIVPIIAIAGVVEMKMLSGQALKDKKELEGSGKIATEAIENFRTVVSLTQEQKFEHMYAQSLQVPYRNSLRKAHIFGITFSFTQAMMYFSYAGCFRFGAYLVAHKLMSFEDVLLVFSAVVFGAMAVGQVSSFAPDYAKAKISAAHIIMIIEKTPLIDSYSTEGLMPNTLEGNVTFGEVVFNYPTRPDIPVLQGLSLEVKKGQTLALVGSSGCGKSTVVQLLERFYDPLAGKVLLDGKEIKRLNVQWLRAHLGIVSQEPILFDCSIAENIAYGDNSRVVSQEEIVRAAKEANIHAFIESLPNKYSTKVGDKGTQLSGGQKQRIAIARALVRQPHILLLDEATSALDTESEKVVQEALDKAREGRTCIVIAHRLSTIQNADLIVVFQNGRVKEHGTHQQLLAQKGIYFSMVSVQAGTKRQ
ABCG2 inh: human ABCG2 inhibition, ABCB1 as counter-screen; Q9UNQ0; IgMXP3 cells, JC-1 efflux, flow cytometry; inhibition, % at 6.6 µM; 190,000 compounds, 0.1% hits; AID 1325;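 active = inhibition above 80%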;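 note: 0% = DMSO and 100% = nicardipine control wells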
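Measure – % inhibition of efflux relative to nicardipine and DMSO · Test system – ABCG2 IgMXP3 and barcoded ABCB1 CCRF-Adr cell mix · Control set – nicardipine as high control, DMSO as low control · Compound – one concentration, 6.6 µM final · Signal – flow cytometry of retained JC-1 fluorescence · Timing – 10 min exposure at 25 °C with rotation, no wash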
GSH fluor: GSH bead compound fluorescence profile. 190,000 compounds, 0.25% hits. GSH beads flow cytometry, compound fluorescence 488/530 nm; hits give high values. fluorescence (KMESF) at 10 µM. AID 1776; in the data active = fluorescence above about 89;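 note: glutathione beads carrying GST-tagged Bcl family fusion proteins plus one bare bead set; values are compound well signal with DMSO vehicle wells as background; inactives centre near 16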
Bim-Bfl-1: inhibitors of Bim-Bfl-1 interaction, human. Q16548. Bead-based flow cytometry, Bim-Bfl-1 binding inhibition. inhibition, % at 10 µM. 190,000 compounds, 0.12% hits. AID 1008;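 note: 0% = wells without compound plus tracer and 100% = blocker peptide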
Bim-Bcl-XL: human Bim-Bcl-XL interaction inhibition. Bim peptide-Bcl-XL binding, bead flow cytometry, fluorescence. inhibition, % at 10 µM. 190,000 compounds, 0.04% hits. AID 1007
Bim-Bcl-W: human Bim-Bcl-W interaction inhibition; Q92843; bead-based flow cytometry, Bim peptide-Bcl-W binding; inhibition, % at 10 µM; 190,000 compounds, 0.02% hits;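 note: 0% = bound tracer without compound and 100% = peptide blocker; higher means less fluorescent Bim peptide bound to Bcl-W beads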
Bim-Bcl-B: inhibitors of Bim-Bcl-B interaction, human; Q9HD36; bead-based flow cytometry, Bim peptide-Bcl-B binding; inhibition, % at 10 µM; 190,000 compounds, 0.073% hits; AID 951;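 note: 0% = tracer peptide without compound and 100% = reference inhibitor peptide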
RGS4-Gao reg: modulates binding of RGS4 to human Galphao; Multiplexed bead flow cytometry; actives lie on both sides; 220,000 compounds, 0.33% hits; P09471; binding response (% of control), % at 10 µM; in the data active = binding response below about 49% or above about 150%; inactive = in between;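 note: fluorescent Galphao activated with aluminum fluoride binding bead-coupled RGS4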
RGS8-Gao: human RGS8-Galphao interaction regulation; P09471; multiplexed bead flow cytometry, RGS8-Galphao binding; actives lie on both sides; response (percent of control binding), % at 10 µM; 220,000 compounds, 0.34% hits; AID 1423; in the data active = response below about 60% or above about 140%; inactive = in between;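 note: Galphao activated as the GDP aluminium fluoride complex binding bead-coupled RGS8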
RGS7-Gao: modulates binding of RGS7 to human Galphao; P09471; Multiplexed bead flow cytometry; actives lie on both sides; binding response (% of control), % at 10 µM; 220,000 compounds, 0.35% hits; AID 1439; in the data active = binding response below about 49% or above about 150%; inconclusive = no clear call, values can overlap the other calls; inactive = in between;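 note: fluorescent Galphao held in activated GDP-AlF4 state binding bead-coupled RGS7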
* marks the source's active call; other numbers are inactive results; ? = inconclusive; nt = no result given. Cut-off read from the data, not from the text of the source, unless noted: active = inhibition above about 40%.

molecule,Bim-Bcl-2,ABCB1 inh,ABCG2 inh,GSH fluor,Bim-Bfl-1,Bim-Bcl-XL,Bim-Bcl-W,Bim-Bcl-B,RGS4-Gao reg,RGS8-Gao,RGS7-Gao
Cc1nnc(SCC(=O)N(C)C2CCCCC2)s1,0,0.7,2,11,3,0,1,2,97,86,97
O=S1(=O)C[C@@H](O)[C@@H](Nc2ccc(Cl)cc2)C1,-5,0.1,1,25,-12,-1,1,-4,98,99,101
N#Cc1c(-c2ccccc2)cc(C2CC2)nc1SCC(=O)O,-4,0.7,2,13,0,-5,0,-9,100,99,99
COC(=O)c1ccn(-c2nc(-c3ccco3)cc(C(F)(F)F)n2)n1,-6,0.2,15,35,-8,-6,1,-3,105,102,104
COc1cccc(N=Nc2c(N)[nH]n3c(=O)cc(-c4ccccc4)nc23)c1,2,-1.1,-2,13,5,3,2,2,98,102,103
CCCCC(=O)Nc1nc(C)c(C(C)=O)s1,-5,0.5,7,20,-10,-2,1,-5,100,101,105
CCOC(=O)c1c(-c2ccc(OC)cc2)nc2nonc2c1N,-4,0.4,4,14,0,-5,-3,-3,100,101,97
CC(C)(C)C(=O)Nc1nnc(SCC(=O)Nc2ccc3c(c2)OCO3)s1,-5,0.3,2,16,-7,-6,-8,-14,104,104,102
Cc1cc(C(=O)NCC(=O)OCC(=O)Nc2ccc(OC(F)F)cc2)ccc1[N+](=O)[O-],0,1.8,21,8,0,-1,0,1,100,101,98
CN(C)CCCN(C(=O)c1cccs1)c1nc(-c2ccccc2)cs1,-2,2.4,11,11,0,4,0,-4,107,108,112
Cc1[nH]nc(-c2ccc(OCc3cnn(-c4ccccc4)c3)c(C)c2O)c1Oc1ccccc1,-4,-0.2,0,23,-2,-7,-3,-8,106,109,105
Cc1c(/C(O)=C2\C(=O)C(=O)N(CCN(C)C)C2c2cccnc2)cnn1-c1ccccc1 (configuration not stated),-6,0.5,-3,32,-15,-5,-1,-4,99,100,100
Cc1ccc(NC(=O)COn2nnc3ccc(S(=O)(=O)N(C)C)cc32)cc1F,-13,-1.9,-18,25,-19,-12,-4,-11,103,104,103
Cc1cc(C)c(C(N)=O)c(NCCc2ccccc2)n1,3,0.2,0,16,0,0,2,0,97,100,100
Oc1c(-c2cc(-c3ccco3)[nH]n2)ccc2ccccc12,-13,2.3,12,12,-8,-3,1,-9,104,102,96
Cc1cccc(C(C)(C)C)c1OCCn1ccnc1,2,0.8,3,51,-3,-3,0,-1,81,91,80
Cc1ccccc1SCC(=O)NC1CCOC1=O (configuration not stated),-7,0.4,0,36,-13,-1,-3,-6,98,99,101
O=[N+]([O-])c1ccc(C(=Nc2cccc3ccccc23)N2CCOCC2)cc1,-1,0.8,2,10,-1,-2,-3,0,104,106,107
Cc1ccc(N(CC(=O)NCCSCc2ccco2)S(=O)(=O)c2ccc(C)cc2)cc1,-11,5.8,13,23,-20,-10,-2,-8,100,102,98
COc1ccc(C2=NN(c3ccccc3)C(c3cn(CCC(=O)O)nc3-c3ccccc3)C2)cc1 (configuration not stated),-4,-0.3,0,14,-6,-2,-5,-2,100,102,?
CC(C)NC(=S)NNc1nc2ccccc2s1,-2,-2.3,-12,14,8,-1,-2,-8,97,87,?
CCc1cc(C=NC2CCCCC2)c(O)s1,0,0.6,2,11,-2,-1,-3,1,-60*,-0.4*,-28*
CCN1CCN(Cc2cc(=O)oc3cc4c(cc23)CCC4)CC1,-9,-0.5,-2,16,-9,-6,1,-6,102,102,99
COc1ccc(NC(=O)c2oc3cc(C)c(C)cc3c2C)c(OC)c1,0,1.1,9,59,1,-5,-2,-1,103,101,99

Retrieved one by one from above (two):
molecule,Bim-Bcl-2,ABCB1 inh,ABCG2 inh,GSH fluor,Bim-Bfl-1,Bim-Bcl-XL,Bim-Bcl-W,Bim-Bcl-B,RGS4-Gao reg,RGS8-Gao,RGS7-Gao
Cc1cccc(C(C)(C)C)c1OCCn1ccnc1,2,0.8,3,51,-3,-3,0,-1,81,91,80
COc1ccc(NC(=O)c2oc3cc(C)c(C)cc3c2C)c(OC)c1,0,1.1,9,59,1,-5,-2,-1,103,101,99

Going on with the list:
molecule,Bim-Bcl-2,ABCB1 inh,ABCG2 inh,GSH fluor,Bim-Bfl-1,Bim-Bcl-XL,Bim-Bcl-W,Bim-Bcl-B,RGS4-Gao reg,RGS8-Gao,RGS7-Gao
C=CCNC(=O)NC(=O)CSc1nc2cc([N+](=O)[O-])ccc2n1-c1cccc(C(F)(F)F)c1,0,1.9,23,9,-12,-2,-1,-6,99,102,100
CC(=O)C1=C(NC(=O)c2ccc(F)cc2)CC2C1C2(C)C (configuration not stated),0,-2.6,0,21,-3,-3,-1,-2,94,100,96
O=C(CNS(=O)(=O)c1ccccc1)NCC(=O)OCc1ccc(C(=O)c2ccccc2)cc1,-8,0.5,9,16,-13,-7,-4,-10,98,99,99
COc1ccc(-n2nnnc2SC(C)C(=O)NCC(=O)Nc2ccc(F)c(F)c2F)cc1 (configuration not stated),-8,1.6,12,17,-15,-5,-4,-9,102,98,107
COc1ccc(O)c(C(=O)c2cc(C#N)c(=O)n(CCN3CCOCC3)c2)c1,0,0.1,3,17,2,2,0,0,101,112,101
C1CCc2c(nc3nnnn3c2N2CCOCC2)C1,-3,1.0,6,8,-12,1,0,-6,110,102,106
COc1ccc(C(=O)Nc2ccc(N3CCC(C)CC3)cc2)cc1Br,-6,1.3,64,16,-8,-6,-5,-6,98,98,?
CCN1CCN(c2ncc(C(=O)Nc3cc(Cl)c(OC)cc3OC)c3ccccc23)CC1,0,6.0,6,11,-1,-3,-3,-3,104,103,103
COc1ccc(CCNC(=O)CN2C(=O)c3ccccc3C2=O)cc1,1,1.0,2,8,8,0,0,4,94,92,94
N#C/C(=C\c1cn(Cc2ccccc2F)c2ccccc12)C(=O)NCc1ccco1,0,0.0,2,14,0,-3,-4,0,102,98,100
CN(C(=O)C1CCOC1)c1nnc(-c2ccccn2)s1 (configuration not stated),0,-0.3,0,11,-1,-1,-2,-3,104,102,101
CNC(=S)NNC(=O)c1ccccc1F,-3,0.5,3,11,-12,-4,-3,-20,101,101,106
CCOC(=O)Cc1c(C)nc2c(-c3ccc(Cl)cc3)c(C)nn2c1C,-4,0.7,2,9,-7,-5,0,-3,105,103,107
CCOC(=O)C1(Cc2cccc(OC)c2)CCN(Cc2cccc(OC)c2O)CC1,-1,1.5,1,18,-3,-2,-1,-4,102,101,101
C[n+]1ccn(CC(=O)c2ccc(Cl)cc2)c1,0,0.3,4,8,-2,-9,-3,-5,96,100,95
CCOC(=O)Cn1nc(C)c(NC(=O)CCc2ccc(OC)cc2)c1C,-2,0.4,3,16,-6,-3,0,-3,100,99,?
COC(=O)NC(=S)Nc1ccc(Oc2ccc(Cl)cc2Cl)c(Cl)c1,7,0.2,0,56,15,8,4,11,101,93,100
COC(=O)C(C)Sc1nc2c(cnn2-c2ccccc2)c(=O)[nH]1 (configuration not stated),-6,0.4,4,23,-7,-1,0,-8,102,100,105
Cn1nnc(NC(=O)c2ccc([N+](=O)[O-])cc2Cl)n1,-1,0.5,1,10,-5,-2,-2,-5,99,102,105
CCCn1c(-c2ccc[nH]c2=O)nc2cc(C)c(C)cc21,-5,1.0,5,12,-5,-3,1,-3,99,104,94
CC(O)CN(Cc1ccc(Cl)cc1)CC(C)O (configuration not stated),-1,0.5,3,11,0,-2,-1,0,100,102,103
Cc1cccc(NC(=O)CN2C(=O)N/C(=C/c3cc(C)n(-c4cccnc4)c3C)C2=O)c1,-1,-0.2,-2,21,3,-4,-4,1,96,98,94
COC(=O)c1cc(NC(=O)CC2C(=O)NCCN2C(=O)c2ccc(F)cc2)cc(C(=O)OC)c1 (configuration not stated),-4,0.0,0,10,-9,-10,0,-6,94,98,99
Cc1cc(C)n(C(=O)C2CCCN2S(=O)(=O)c2ccc(Cl)cc2)n1 (configuration not stated),-9,1.2,15,22,-8,-10,-4,-5,102,103,104
Cc1ccccc1-c1c(C)oc2cc(O)ccc2c1=O,-1,0.3,1,16,-1,-3,0,-5,97,100,97
CCOC(=O)N1CCN(C(=O)CCCn2c(=S)[nH]c3ccccc3c2=O)CC1,-4,0.3,12,45,-6,-3,5,-8,nt,nt,nt
O=C(COc1cccnc1[N+](=O)[O-])N1CCc2ccccc2C1,0,0.8,8,20,-4,-4,1,-4,98,101,102
CCC(=O)c1c(NCCc2ccccc2)cc(C)oc1=O,-1,2.3,11,22,-4,0,-1,-3,101,101,95
O=C(NCC(=O)N(Cc1ccccc1)C(C(=O)NCC1CCCO1)c1ccccc1)c1cccs1 (configuration not stated),-16,-3.0,-1,23,-9,-3,0,-5,98,97,101
COc1ccc(/C=N/Nc2nonc2N)cc1OC,0,0.8,27,30,0,-4,-2,0,100,100,99
Cc1ccc(S(=O)(=O)N2CCN(C(=O)CC(C)C)CC2)cc1,1,1.2,4,11,-5,-2,0,-1,104,105,106
O=S(=O)(Nc1nc2ccccc2nc1N1CCN(c2ccccc2)CC1)c1ccc(F)cc1,-1,-0.2,10,25,-2,-5,-1,-1,100,102,101
CCCCN1CC(C(=O)NCc2ccc(C)cc2)CC1=O (configuration not stated),-7,0.0,4,38,-16,-8,0,-9,102,101,99
CCOC(=O)c1sc(NC(=O)CCN2CCN(C)CC2)c(C(=O)OCC)c1C,0,2.7,4,17,-6,-2,-3,-3,100,106,102
CN(C)S(=O)(=O)c1ccc(Cl)c(C(=O)NCc2ccco2)c1,-4,0.5,0,18,-13,-4,0,-10,99,99,102
CNC(=S)N(Cc1cc2cc(OC)c(OC)cc2[nH]c1=O)C1CCCC1,19,-0.3,0,32,38,36,35,18,98,96,100
C#CCOCCOCCOCCNc1nc(N2CCN(C(=O)[C@H]([C@@H](C)CC)n3cc([C@@H](N)Cc4ccc(O)cc4)nn3)CC2)nc(N2CCN(C(=O)[C@H]([C@@H](C)CC)n3cc([C@@H](N)Cc4ccc(O)cc4)nn3)CC2)n1,-8,0.1,1,20,-4,-3,-2,-5,101,103,98
CCN(NC(=O)C(O)(c1ccc(F)cc1)c1ccc(F)cc1)C(=O)c1ccccc1,-5,0.5,2,11,-9,-9,-3,-8,99,98,96
COC(=O)c1ccccc1NC(=O)c1ccc(-c2ccc(Br)cc2)o1,-8,-0.1,3,8,-7,-4,0,-9,101,102,100
Nc1nc(Br)c2c(F)cccc2c1-c1ccc(F)cc1,-2,-0.1,0,43,-7,-1,1,-4,101,105,100
COc1ccccc1OCc1ccc(C(=O)N2CCN3CCCC3C2)cc1 (configuration not stated),-7,0.3,2,40,-11,-3,-2,-9,101,102,96
CCCCNS(=O)(=O)c1ccc(NC(=O)Cc2ccc(OC)cc2)cc1,-7,1.0,18,14,-7,0,0,-5,100,102,?
NCCCCCc1nnc(SCc2ccc(Cl)cc2Cl)o1,-1,0.5,1,26,0,1,-1,-5,104,102,105
CCOC(=O)c1cc(CC)sc1/N=C/c1c(O)ccc2ccccc12,1,-0.2,-1,5,6,-2,0,-10,99,85,98
